Screening results (PubChem)
AT treatment = qHTS Assay for Identifying a Potential Treatment of Ataxia-Telangiectasia; […] A-T fibroblasts, KAP-1 phosphorylation AlphaLISA; neocarzinostatin DNA damage 30 min before lysis; Potency, µM (series often up to 57.5 µM), without a hit: top-dose activation, most hits filed as activators; actives 0.19% (n = 320,000); also: potency is read from the fitted curve at half-maximal effect; % of control where 0% means no effect; nearly all actives have a fitted effect of over 45% in size
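ATM-like activity read as KAP-1 phosphorylation via AlphaLISA donor/acceptor antibody pairs after lysis and 6 hr at 25C. Cells were ATM-null patient fibroblasts ([…], hTERT), dosed 60 min, then exposed to the DSB inducer NCS for 30 min.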
TRPV1 ag = HTS Assay for Compounds that Act as Agonists of the Vanilloid Receptor 1. TRPV1-expressing cells, Fluo-8 calcium influx, agonist mode. activation, % at 8.33 µM. actives 0.19% (n = 320,000). AID 540275, 2011; in the data active = activation above about 80%; inconclusive = between about 30% and that limit; also: 0% is about no effect
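Fluo-8 calcium influx in TRPV1-expressing cells, kinetic read (ex 480/em 520 nm). Compound added and read 3 min for agonist activity, followed by capsaicin at EC20 final and 2 min further read for enhancement.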
hERG WT inh = qHTS for Inhibitors of KCHN2 3.1: Wildtype qHTS | activity change, % at 1.84 µM | actives 0.37% (n = 340,000) | U2OS, BacMam KCNH2, thallium flux FluxOr; hits give low values;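 active = maximum activity change below -70%; inconclusive = maximum activity change between -70% and -50%; inactive = maximum activity change above -50%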; also: % is scaled to controls: 0 for no effect and ±100 for the full control effect
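U2OS cells transduced with wild-type KCNH2 virus are loaded with FluxOr dye for 45 min, and thallium flux is measured in kinetic reads before and after stimulation buffer. Rate constants are normalized to DMSO controls.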
Mito fusion act = qHTS Assay for Small Molecule Inhibitors of Mitochondrial Division or Activators of Mitochondrial Fusion. S. cerevisiae fusion-defective mutant growth rescue, CellTiterGlo 48 h. Potency, µM (doses to about 46.1 µM), for the others: top-dose growth rescue (activation), hits mostly activators. actives 0.23% (n = 320,000). AID 485298, 2010;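 also: potency is read from the fitted curve at half-maximal effect; % of control where 0% means no effect; nearly all actives have a fitted effect of over 45% in size; temperature-sensitive fusion mutants such as fzo1-1 at 37 °C on non-fermentable ethanol glycerol medium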
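Compounds are tested for their ability to restore growth of mitochondrial fusion-defective yeast strains at non-permissive 37C in YPEG medium over 48 hours. Viability is quantified by luciferase luminescence.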
TCR act = Activators of T cell receptors: qHTS campaign | 330,000 tested, under 10 active | Potency, µM (highest dose often 9.22 µM), without a hit: at the highest dose activation of IL-2 secretion, most hits filed as activators | primary human leukocytes, anti-CD3, IL-2 HTRF, 48 h; also: % of control where 0% means no effect
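IL-2 release read by HTRF sandwich (Eu cryptate donor, d2 acceptor, 665 nm emission) after 48 hr exposure of primary human leukocytes to compound together with anti-CD3 beads in the absence of co-stimulatory signals.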
ELG1 repair inh = qHTS screen for small molecules that inhibit ELG1-dependent DNA repair in human embryonic kidney (HEK293T) cells expressing luciferase-tagged ELG1; HEK293T ELG1-luciferase reporter, luminescence, 16 h; DNA damage induced by 5-fluorouridine; AID 504467, 2011; Potency, µM (highest dose often 46.1 µM), for the others: top-dose activity change, negative = inhibition, hits mostly inhibitors; actives 2.3% (n = 330,000); also: potency is read from the fitted curve at half-maximal effect; % is scaled to controls: 0 for no effect and ±100 for the full control effect; nearly all actives have a fitted effect of over 55% in size
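Cells (2,000 per well) received 5-fluorouridine plus test compound or DMSO and were incubated 16 hr at 37 °C, 5% CO2. Luciferase activity was read by luminescence 30 min after ONE-Glo addition; signal suppression marked inhibition of damage-induced ELG1 function.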
TSHR antagonist = Antagonists of the Thyroid Stimulating Hormone Receptor: HTS campaign; TSHR-expressing cells, TSH-stimulated cAMP HTRF, 2 h; hits give low values; activity change, negative = inhibition, % at 11.5 µM; actives 0.2% (n = 330,000); AID 504810, 2011;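 active = activity change below a set negative limit, meaning inhibition stronger than a set level, cut at about -70% in these data; inconclusive = activity change between two set negative limits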; also: % is scaled to controls: 0 for no effect and ±100 for the full control effect
Target sequence (P16473 whole entry, looked up): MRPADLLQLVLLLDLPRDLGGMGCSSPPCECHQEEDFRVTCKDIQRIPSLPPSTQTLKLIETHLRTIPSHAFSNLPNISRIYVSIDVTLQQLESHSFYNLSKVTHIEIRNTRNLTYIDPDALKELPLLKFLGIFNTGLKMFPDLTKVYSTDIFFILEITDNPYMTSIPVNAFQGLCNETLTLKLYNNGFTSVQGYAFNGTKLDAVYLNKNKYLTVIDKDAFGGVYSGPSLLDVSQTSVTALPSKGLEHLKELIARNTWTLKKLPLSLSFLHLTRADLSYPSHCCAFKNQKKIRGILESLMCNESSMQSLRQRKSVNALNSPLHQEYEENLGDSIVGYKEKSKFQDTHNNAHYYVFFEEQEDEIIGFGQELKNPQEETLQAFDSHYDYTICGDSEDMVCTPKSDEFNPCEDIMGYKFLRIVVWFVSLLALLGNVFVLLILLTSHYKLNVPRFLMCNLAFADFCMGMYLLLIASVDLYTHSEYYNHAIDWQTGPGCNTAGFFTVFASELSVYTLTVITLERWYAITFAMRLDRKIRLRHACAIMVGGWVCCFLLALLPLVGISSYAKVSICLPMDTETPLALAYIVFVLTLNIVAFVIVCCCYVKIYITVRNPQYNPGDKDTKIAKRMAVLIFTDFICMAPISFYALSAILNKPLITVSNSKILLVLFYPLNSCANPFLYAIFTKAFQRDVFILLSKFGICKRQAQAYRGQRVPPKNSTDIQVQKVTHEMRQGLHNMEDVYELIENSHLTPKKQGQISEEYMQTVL
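Freshly harvested TSHR cells receive pin-tooled compound, then EC80 TSH at 4nM final. After 2 hours at 37 deg C, antibody in lysis buffer and cAMP-d2 are added; 30 minutes at ambient temperature precede the HTRF read.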
KCNH2 3.1 block = qHTS for Inhibitors of KCHN2 3.1: Mutant qHTS; U2OS KCNH2 3.1, thallium flux FluxOr; hits give low values; Potassium voltage-gated channel subfamily H member 2, brain isoform KCNH2 3.1 (human); AID 720553, 2013; activity change, % (tested at about 1.8 µM); actives 0.95% (n = 340,000);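 active = maximum activity change below -70%; inconclusive = maximum activity change from -70% to -50%; inactive = maximum activity change above -50%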;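 also: thallium influx rate constant from kinetic fluorescence after stimulation buffer; % is scaled to controls: 0 for no effect and ±100 for the full control effect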
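Kinetic fluorescence (2 min after stimulation buffer) measures Tl+ influx through KCNH2 3.1 expressed by viral transduction in U2OS cells; the rate constant is normalized against DMSO controls serving as positive and negative references.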
Eya2 phos inh = qHTS Assay for Inhibitors of the Phosphatase Activity of Eya2; recombinant Eya2, OMFP fluorescence dephosphorylation (OMFP is methylfluorescein phosphate); Potency, µM (series often up to 76.9 µM), without a hit: top-dose activity, negative = inhibition, hits mostly inhibitors; actives 0.006% (n = 330,000); AID 488837, 2010; also: potency is read from the fitted curve at half-maximal effect; % is scaled to controls: 0 for no effect and ±100 for the full control effect
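Eya2 protein (added as 0.2 uM solution) was preincubated with compound for 10 min at ambient temperature in 50 mM HEPES pH 7.5, 50 mM NaCl, 5 uM MgCl2, 0.05% BSA, 1 mM DTT. OMFP (added at 50 uM) then reacted 10 min; fluorescence read at 485/525 nm.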
USP2a inh = qHTS Assay for Inhibitors of Ubiquitin-specific Protease USP2a Using CHOP2 as the Reporter. Ubiquitin carboxyl-terminal hydrolase 2 (Homo sapiens), O75604. USP2 core, Ub-CHOP2 coupled fluorogenic reporter, 485/531. Potency, µM (titrated, usually from 38.3 µM), for the others: at the top dose activity change, negative = inhibition, usual class: inhibitors. actives 0.01% (n = 330,000);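 also: potency is read from the fitted curve at half-maximal effect; plate controls were DMSO wells for no effect and full inhibition by NEM control for full effect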
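Cell-free coupled assay: 10nM USP2 core preincubated 30min RT with compound in Tris-HCl pH 8.0/CaCl2/CHAPS buffer, then 25nM Ub-CHOP2 and 25nM reporter substrate; fluorescence (Ex 485/Em 531) read after 60min RT, normalized to NEM inhibition, concentration-response curves fitted.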
An asterisk follows results filed as active; ? = inconclusive; · = not tested or not shown; [ ] = dose if it differs, or a comment. Unless noted, calls follow the shape of the dose curve; as a rule, active = well fitted curve in the direction sought with a large enough effect; inconclusive = small, poorly fitted or top-dose-only effect, or another doubt; inactive = no such curve, though single readings can be large; an effect the other way counts as inactive or inconclusive. An excerpt; the hit share may differ from the screen's.

SMILES	AT treatment	TRPV1 ag	hERG WT inh	Mito fusion act	TCR act	ELG1 repair inh	TSHR antagonist	KCNH2 3.1 block	Eya2 phos inh	USP2a inh
CC(c1ccncn1)N(C)Cc1nc(-c2ccc(C(F)(F)F)cc2)no1 (centres undefined)	6.0%	-5.4	-12.6	5.1%	-5.3%	-1.4%	-25.5	-7.1	3.0%	0.3%
CCOc1ccc(Oc2ccc(-c3nnc(-c4ccccc4)o3)cc2[N+](=O)[O-])cc1	-12.4%	1.3	-10.0	-1.3%	-3.4%	6.9%	-9.1	6.0	5.8%	2.6%
Cc1cccc(C)c1OCC(=O)Nc1ncn[nH]1	3.8%	1.0	-2.6	-1.3%	1.2%	14.5%	-6.0	-1.5	-6.9%	4.5%
O=S(=O)(NC1CC2CCC1C2)c1ccc(Br)s1 (centres undefined)	1.2%	5.8	1.6	0.7%	4.6%	-16.6%	-2.1	1.7	1.0%	2.2%
O=C(CNC(=O)c1ccc(S(=O)(=O)N2CCCCC2)cc1)N/N=C/c1ccco1	-2.7%	-3.8	-27.1	-6.2%	-26.9%	14.6%	2.2	-26.4	?	0.6%
COc1ccc(/C=N/NC(=S)Nc2ccccc2)cc1COc1ccc(F)cc1F	10.6%	-6.9	-5.7	-3.0%	3.4%[46.1 µM]	-14.9%	-10.7	-4.4	-2.7%	-4.2%
CCCCC1OC2(C)OC(=N)C1(C#N)C(C#N)(C#N)C2c1ccccc1 (centres undefined)	15.2%	-6.0	-3.6	0.3%	-0.5%[46.1 µM]	12.4%	-10.6	-14.4	14.9%	6.5%
COc1ccc(CCNc2nc(-c3cccc(NC(C)=O)c3)cs2)cc1OC	4.4%	-0.5	-11.6	2.7%	·	?	-5.4	-12.6	-14.0%	1.2%
O=C(CSc1nc2ccccc2o1)Nc1nc2ccccc2s1	1.0%	8.1	-10.7	-0.7%	1.0%	?	5.5	2.2	-21.4%	2.6%
Cc1ccc(NCc2nnc(SCc3ccc(C#N)cc3)n2Cc2ccco2)c(C)c1	-1.8%	19.0	-97.4*	27.4%	12.1%	-18.3%	-6.6	?	-20.3%	0.6%
CC(Oc1cccc(Cl)c1)C(=O)N1CCN(c2ncccn2)CC1 (centres undefined)	2.0%	12.4	2.2	2.3%	2.2%	6.4%	10.4	24.8	17.3%	4.4%
C/C(CC(=O)Nc1ccc2c(c1)OCCO2)=N\NC(=O)c1ccccc1F	-5.0%	8.5	-0.8	1.2%	-1.2%	9.3%	4.2	9.3	2.8%	1.1%
CCOC(=O)CC1C(=O)NCCN1S(=O)(=O)c1ccc(Cl)cc1Cl (centres undefined)	-2.0%	-3.3	-12.1	-0.3%	·	-8.9%	22.8	-3.9	-3.6%	0.1%
CC(=O)N1CCC(C(=O)Nc2cc(C)cc(C)c2)CC1	0.0%	4.3	-4.3	-3.4%	4.6%	4.2%	3.9	-6.8	8.6%	0.2%
COc1ccc(N2CCN(CC(=O)Nc3cc(C)cc(C)c3)CC2)cc1	0.2%	19.6	1.5	8.2%	-10.0%	3.1%	-4.3	-6.4	?	-1.6%

Retrieved one by one from above (2):
SMILES	AT treatment	TRPV1 ag	hERG WT inh	Mito fusion act	TCR act	ELG1 repair inh	TSHR antagonist	KCNH2 3.1 block	Eya2 phos inh	USP2a inh
O=C(CSc1nc2ccccc2o1)Nc1nc2ccccc2s1	1.0%	8.1	-10.7	-0.7%	1.0%	?	5.5	2.2	-21.4%	2.6%
Cc1ccc(NCc2nnc(SCc3ccc(C#N)cc3)n2Cc2ccco2)c(C)c1	-1.8%	19.0	-97.4*	27.4%	12.1%	-18.3%	-6.6	?	-20.3%	0.6%

More records.
SMILES	AT treatment	TRPV1 ag	hERG WT inh	Mito fusion act	TCR act	ELG1 repair inh	TSHR antagonist	KCNH2 3.1 block	Eya2 phos inh	USP2a inh
CCCC(C)NC(=O)C1CC(=O)N(CCc2ccc(F)cc2)C1 (centres undefined)	3.6%	-4.3	-2.7	0.4%	-3.0%	-2.7%	4.1	34.0	-15.5%	2.3%
CC(NC(=O)CNC(=O)c1ccc2c(c1)OCO2)c1ccc(S(N)(=O)=O)cc1 (centres undefined)	-9.2%	1.6	4.6	2.0%	-4.1%	4.7%	17.0	7.4	1.9%	2.5%
Cc1ccc2c(c1)c1c(n2CC(O)CN2C(=O)CNC2=O)C(=O)CCC1 (centres undefined)	3.2%	?	11.0	-5.0%	8.0%	-1.8%	1.7	14.2	-6.0%	-0.5%
COc1ccccc1-n1c(SCC(=O)NC(C)(C)C)nc(O)cc1=O	-15.6%	2.0	-2.5	-3.5%	1.9%	?	1.3	16.3	20.8%	-3.5%
NNC(=O)[C@H]1C[C@@H]1c1ccccc1	1.6%	?	-13.7	-1.9%	3.8%[46.1 µM]	10.4%	-2.0	-6.9	-10.4%	0.0%
NCCCC[C@H](NC(=O)C1CCNCC1)c1nnc([C@@H](N)CO)o1	-22.5%	1.9	-11.4	-5.3%	1.6%	-2.6%	0.6	4.3	-20.0%	1.7%
CC(=O)Nc1ccc(S(=O)(=O)NCCC(=O)NCCCc2ccccc2)cc1	0.0%	5.0	2.6	-1.6%	6.4%	-1.5%	4.9	-10.8	-3.8%	-2.2%
CC(=O)N1CCN(C(=O)COC(=O)/C=C/c2ccccc2[N+](=O)[O-])CC1	9.2%	·	1.1	·	-2.4%	20.8%	8.0	6.0	6.0%	1.5%
OC(c1nc2ccc(F)cc2[nH]1)C(O)c1nc2ccc(F)cc2[nH]1 (centres undefined)	-2.9%	-0.3	9.3	-10.2%	-13.5%	-13.2%	7.1	3.9	-15.9%	-0.7%
CC(C)(C)c1cccc(Cn2nnc3ccccc32)c1O	?	9.7	2.1	20µM*	1.7%	9.0%	-76.5*	15.4	-17.4%	-12.3%
COc1cc(O)c(C(CC(=O)N2CCCC(C)C2)c2cc(OC)c(OC)c(OC)c2)c(OC)c1 (centres undefined)	-9.7%	5.7	-3.9	18.3%	3.3%	11.4%	-3.9	-42.9	-2.0%	4.8%
COc1ccccc1C(=O)N/N=C(\C)CC(=O)Nc1ccc2c(c1)OCCO2	-2.5%	2.0	-2.8	2.4%	3.5%	-27.9%	1.2	6.4	-15.0%	1.3%
O=C(Cn1nc(C(F)(F)F)c2c1CCCCC2)N1CCOCC1	-5.9%	-1.5	-4.8	-2.4%	-0.6%	10.8%	19.8	·	0.3%	-1.0%
CCS(=O)(=O)N1CCC(C(=O)NCc2ccco2)CC1	-1.9%	1.7	-1.3	-2.6%	·	28.5%	13.4	16.1	-16.3%	4.4%
CC(=O)NCCNC(=O)c1ccc(-n2c(C)ccc2C)cc1	2.3%	0.3	-15.2	-3.5%	6.2%	?	15.7	-9.1	-7.7%	2.8%
COC(=O)c1cccc(NC(=O)CSc2nc3cccnc3n2C)c1	10.8%	3.3	5.5	6.5%	1.7%	13µM*	-26.0	-23.1	-2.8%	2.6%
CC(C)C[C@H](NC(=O)c1nc[nH]c1C(=O)N[C@@H](CCCCNC(=O)OC(C)(C)C)C(=O)OC(C)(C)C)C(=O)OC(C)(C)C	?	-0.6	-8.2	-6.7%	-6.5%	?	1.5	-4.6	-18.9%	-12.2%
CC(=O)c1c(N2CCN(C)CC2)nc(=S)n(-c2cc(C)ccc2C)c1C	-4.8%	-2.8	-5.9	16.9%	-2.9%	6.7%	0.2	-14.7	-8.0%	1.2%
COC(=O)C(C)Sc1nnc(-c2ccncc2)o1 (centres undefined)	-13.4%	0.0	-3.8	-2.9%	-5.0%	6.0%	-4.1	-8.8	-16.4%	3.6%
CCN(C(=O)COC(=O)CNC(=O)c1sc2ccccc2c1Cl)C1CCCCC1	-6.4%	29.2	1.5	16.3%	11.0%	14.2%	50.8	-0.5	0.4%	0.4%
COc1ccc(N(C(=O)c2snc(C(N)=O)c2N)C(C(=O)NC2CCCC2)c2cc(OC)ccc2OC)cc1 (centres undefined)	-1.5%	-2.1	5.4	-0.5%	4.6%	-1.4%	-2.1	-8.6	-2.0%	3.8%
O=C(NC1CCCC1)C(c1ccccc1)N(Cc1ccc2c(c1)OCO2)C(=O)Cc1cccs1 (centres undefined)	·	27.8	-2.8	17.1%	-4.1%[46.1 µM]	?	24.0	-47.5	-1.1%	1.3%
